Bioassay records (PubChem BioAssay)
TRb SRC2 PPI: disrupts binding of human TR beta to SRC2. actives 0.065% (n = 280,000). TRbeta-SRC2 peptide binding, fluorescence polarization; receptor liganded with 1 µM T3. P10828. Potency, µM (series often up to 106 µM), for inactives: top-dose activity change, negative = inhibition, most hits filed as inhibitors; active = well fitted inhibition curve with a large enough effect; inconclusive = small, poorly fitted or top-dose-only effect, or effect the other way;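 note: plate controls were bound peptide for no effect and peptide without receptor for full effect; nearly all actives have a fitted effect of over 50% in size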
Target sequence (P10828 whole entry, looked up): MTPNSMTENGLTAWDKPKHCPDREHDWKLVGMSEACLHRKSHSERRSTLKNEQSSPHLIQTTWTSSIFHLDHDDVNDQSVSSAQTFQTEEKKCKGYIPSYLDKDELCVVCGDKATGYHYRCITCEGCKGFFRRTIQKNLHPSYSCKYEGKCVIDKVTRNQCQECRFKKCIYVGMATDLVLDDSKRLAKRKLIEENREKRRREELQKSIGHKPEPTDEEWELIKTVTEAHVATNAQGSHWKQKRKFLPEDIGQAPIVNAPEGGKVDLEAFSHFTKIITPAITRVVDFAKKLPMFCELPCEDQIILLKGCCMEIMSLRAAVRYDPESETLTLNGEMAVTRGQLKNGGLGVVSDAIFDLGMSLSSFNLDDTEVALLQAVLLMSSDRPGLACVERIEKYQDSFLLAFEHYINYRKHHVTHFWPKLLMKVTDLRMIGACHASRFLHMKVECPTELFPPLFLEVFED
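Each compound concentration gave % activity, normalized to unbound and bound Texas Red SRC2 controls, from polarization read after 5 hr ambient incubation with T3-loaded human TRb LBD.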
TexasRed fluor: Texas Red fluorescence interference in TRb-SRC2 counter-screen; Potency, µM (top dose mostly 106 µM), without a hit: at the highest dose fluorescence change, negative = quenching; actives 0.29% (n = 280,000); TRb/SRC2 Texas Red total fluorescence interference; AID 1479; active = well fitted curve in either direction with a large enough effect; inconclusive = small, poorly fitted or top-dose-only effect
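Human TRb ligand-binding domain at 0.6 uM with 20 nM Texas Red SRC2 peptide in Tris buffer containing 1 uM T3 and 5% DMSO, incubated with compound 5 h at ambient temperature. Total fluorescence (555/632 nm) calculated as parallel + 2 × perpendicular.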
* = called active by the depositor; u = inconclusive; [ ] = remark or other dose. Unless noted, % is set by controls: 0 for no effect and ±100 for the full control effect; potency is the fitted concentration of half-maximal effect. Only part of the results is shown. The share of hits here may be higher or lower than overall.

SMILES | TRb SRC2 PPI | TexasRed fluor
CC1Cc2cc(S(=O)(=O)CCC(=O)Nc3ccc(F)cc3Cl)ccc2N1C(=O)C1CC1 (centres undefined) | 13% | -1%
COc1ccc(CNC(=O)Cn2c(=O)cc(C)c3c(C)nn(-c4cccc(Cl)c4C)c32)cc1 | -3% | -2%
COC(=O)c1cc(NC2(c3ccccc3)C(=O)c3ccccc3C2=O)cc(C(=O)OC)c1 | 9% | -1%
COc1ccc(-c2nc3scc(CCNS(=O)(=O)c4c(C)noc4C)n3n2)cc1 | 1% | 0%
COc1ccc(N(C(=O)/C=C\C(=O)Nc2ccc(Cl)cc2)C(C(=O)NCc2ccco2)c2ccc(C)cc2)cc1 (centres undefined) | 1% | -3%
O=C(Nc1ccc(F)c(Cl)c1)c1cc(S(=O)(=O)N2CCCc3ccccc32)ccc1F | 7% | -2%
CCOC(=O)c1[nH]c(C)c(CCC(=O)N2CCN(c3ccccc3)CC2)c1C | 0% | 0%
COc1ccc(N2CC(NC(=O)c3ccc(S(=O)(=O)N4CCCCC4)cc3)CC2=O)cc1 (centres undefined) | 8% | -3%
CC(=O)c1ccc(N2CCN(c3ncnc4c3c(-c3ccccc3)cn4-c3ccc(C)c(Cl)c3)CC2)cc1 | -13% | 0%
COc1ccc(Cl)cc1NC(=O)Nc1c[nH]c(=O)[nH]c1=O | -2% | -3%
CCOC(=O)Cn1c(=O)n(CC2CCCO2)c2nc(-c3c(F)cccc3Cl)nc(C(N)=O)c21 (centres undefined) | -2% | -3%
COc1ccccc1N1CCN(S(=O)(=O)c2ccc(F)c(C(=O)Nc3ccc(C)c(F)c3)c2)CC1 | 4% | -1%
Cc1ccc(C)c(CNC(=O)c2sc3ncnc(N(C)C4CCCCC4)c3c2C)c1 | 1% | -24%
CCOc1ccccc1CNC(=O)CCn1ccc2cc(S(=O)(=O)N3CCC(C)CC3)ccc21 | 1% | 0%
COC(=O)c1ccccc1NC(=O)c1cnc2c(-c3cccc(C)c3)c(C)nn2c1C | -4% | 2%
O=[N+]([O-])c1ccc(C(c2sc3nc(-c4ccco4)nn3c2O)N2CCN(c3cccc(Cl)c3)CC2)cc1 (centres undefined) | 2% | 0%
Cc1ccc(OCC(=O)Nc2nnc(SCc3cc(=O)c4ccccc4[nH]3)s2)cc1 | -7% | -1%
CCOC(=O)c1[nH]c(C)c(CCC(=O)NCc2ccc(CC)cc2)c1C | -4% | -2%
COC(=O)c1sc2cccc(F)c2c1S(=O)(=O)NC(C)c1ccccc1 (centres undefined) | -1% | 2%
Cc1cccc(N2CCN(C(=O)c3cccn4c(=O)c5cc(Cl)ccc5nc34)CC2C)c1 (centres undefined) | 3% | -3%
CCOC(=O)c1c(S(=O)(=O)N2CCCC(C(=O)N3CCN(c4cc(C)ccc4C)CC3)C2)c(C)n(C)c1C (centres undefined) | -5% | -6%
COc1ccc(-c2onc(C)c2C)cc1S(=O)(=O)N1CCN(c2cc(C)ccc2C)CC1 | -3% | 0%
Cc1cccc(NC(=O)c2ccc3nc(CCc4ccccc4)oc3c2)c1C | 9% | -3%
CCc1ccc(C(=O)c2cn(CC(=O)Nc3ccc(OC)c(Cl)c3)c3nc(C)ccc3c2=O)cc1 | -5% | 0%
CC(=O)c1ccc(NC(=O)c2c3c(nc4ccccc24)C(=O)N(C2CCCCC2)C3)cc1 | -6% | u
CCc1ccccc1NC(=O)c1ncoc1-c1ccco1 | 1% | -2%
CCOc1ccccc1NS(=O)(=O)c1ccc(N2CCCCS2(=O)=O)cc1 | -7% | -1%
Cc1cccc(-n2ccnc2SCC(=O)Nc2nc3ccccc3s2)c1 | 3% | 1%
COCCn1c(C)cc(O)c(C(c2ccccc2)N2CCC(C)CC2)c1=O (centres undefined) | -4% | -1%
Cc1ccc(CNC(=O)CN2C(=O)CC(c3ccc(C)c(C)c3)=Nc3ccccc32)cc1 | 1% | -6%
CCc1ccc(-n2nc(C)c3c(C)cc(=O)n(CC(=O)Nc4cc(Cl)ccc4OC)c32)cc1 | -6% | -3%
Cc1ccc(S(=O)(=O)N(CCc2ccccc2)CC(=O)Nc2cc(C)ccc2C)cc1 | 3% | -3%
CCOC(=O)c1ccc(NC(=O)c2ccc(CN3C(=O)CCn4nc(C)cc43)cc2)cc1 | -3% | 1%
COc1ccc(S(=O)(=O)NCC(c2ccco2)N2CCOCC2)cc1OC (centres undefined) | -2% | 0%
COc1ccc(C)cc1NS(=O)(=O)c1c(C(=O)N2CCCCCC2)c(C)n(C)c1C | -2% | u
COc1cc(OC)cc(C(=O)Nc2cc3c(cc2N2CCCC2)n(C)c(=O)c(=O)n3C)c1 | 1% | 4%

A second format for 7 compounds above:
mol	TRb SRC2 PPI	TexasRed fluor
CC(=O)c1ccc(NC(=O)c2c3c(nc4ccccc24)C(=O)N(C2CCCCC2)C3)cc1	-6%	u
COc1cc(OC)cc(C(=O)Nc2cc3c(cc2N2CCCC2)n(C)c(=O)c(=O)n3C)c1	1%	4%
COc1ccc(C)cc1NS(=O)(=O)c1c(C(=O)N2CCCCCC2)c(C)n(C)c1C	-2%	u
Cc1ccc(S(=O)(=O)N(CCc2ccccc2)CC(=O)Nc2cc(C)ccc2C)cc1	3%	-3%
COCCn1c(C)cc(O)c(C(c2ccccc2)N2CCC(C)CC2)c1=O (centres undefined)	-4%	-1%
COc1ccc(S(=O)(=O)NCC(c2ccco2)N2CCOCC2)cc1OC (centres undefined)	-2%	0%
CCc1ccc(-n2nc(C)c3c(C)cc(=O)n(CC(=O)Nc4cc(Cl)ccc4OC)c32)cc1	-6%	-3%

New compounds follow
SMILES | TRb SRC2 PPI | TexasRed fluor
COc1ccccc1NC(=O)CSC1=Nc2ccccc2C2=NC(CCC(=O)NCc3ccco3)C(=O)N12 (centres undefined) | 9% | -1%
CC(C)N(C)C1CCN(S(=O)(=O)c2ccc3[nH]c(=O)ccc3c2)CC1 | 0% | 4%
COc1ccccc1CN1CCC(CNC(=O)c2cnn(-c3cccc(Cl)c3)c2C2CCN(C(=O)OC(C)(C)C)CC2)CC1 | -5% | -3%
COCCCNC(=O)Nc1cc(C(=O)NCc2ccc(OC)cc2)ccc1N1CCCC1 | 3% | -2%
Cc1cccc(-c2nc(SCCCOc3cc(C)c(Cl)c(C)c3)n3[nH]c(=O)cc3n2)c1 | 1% | -2%
CCOc1ccc(-c2nnc(SCC(=O)NC3CCCCC3)nc2-c2ccc(OCC)c(OC)c2)cc1OC | 3% | -3%
CN(C)c1ccc(CNC(=O)C2CCCN(S(=O)(=O)c3ccc4c(c3)CCCC(=O)N4)C2)cc1 (centres undefined) | 6% | u
CCOC(=O)C1CCC(CN(Cc2ccc(Cl)cc2)S(=O)(=O)c2cc(Cl)cc(Cl)c2)CC1 (centres undefined) | -4% | -1%
COc1ccc(OC)c(NC(=O)CSC2=Nc3ccccc3C3=NC(CCC(=O)NCc4ccccc4)C(=O)N23)c1 (centres undefined) | 4% | -24%
CCOC(=O)N1CCC(NC(=O)c2cnn(-c3ccc(F)cc3F)c2C2CCN(C(=O)OC(C)(C)C)CC2)CC1 | 1% | -12%
COc1ccc(NC(=O)C2=C(C)Nc3ncnn3C2c2ccc[nH]2)cc1 (centres undefined) | -3% | 0%
Cc1ccc(-n2nc3c(N4CCCC(C(=O)NCc5ccc(Cl)cc5)C4)nnc(C)c3c2C)cc1 (centres undefined) | -9% | 0%
Cc1cc2c(cc1S(=O)(=O)N(CCN(C)C)Cc1ccco1)OCC(=O)N2 | -4% | -3%
CCc1ccc(NC(=O)c2cc(CN3CCOCC3)on2)cc1 | -6% | -1%
COc1cccc(CNC(=O)C(=O)Nc2c3c(nn2-c2ccccc2)CSC3)c1 | 1% | 0%
COc1ccccc1CNC(=O)CC(c1ccc(F)cc1)N1Cc2ccccc2C1=O (centres undefined) | -5% | -2%
Cc1cccc(N2C(=O)C(CC(=O)Nc3ccc(F)cc3)N(C3CCCC3)C2=O)c1 (centres undefined) | -4% | 0%
CC(=O)C1=C(c2ccc(C)cc2)N(C(C)=O)n2c(nnc2-c2ccccc2)S1 | 2% | 0%
O=C(Nc1ccccc1)c1ccc(Br)c(S(=O)(=O)N2CCCCC2)c1 | -3% | -5%
COc1ccc2c(c1)c1c(c(=O)n(-c3ccc(F)c(Cl)c3)c(=O)n1Cc1cccc(C)c1)n2C | -3% | -1%
Cn1cnnc1SCC(=O)Nc1cc(C(=O)O)cc(C(=O)O)c1 | 2% | -20%
COc1ccc(OC)c(CNC(=O)c2c(C)oc3ncn(C)c(=O)c23)c1 | 5% | 0%
Cc1ccc2nc(COc3cccc(NC(=O)c4cccc(Cl)c4)c3)cc(=O)n2c1 | -2% | 0%
COc1cccc(/C=C/c2nc3ccccc3c(=O)n2-c2ccc(C)c(C)c2)c1OC | 1% | 0%
Cc1ccc(CNC(=O)c2cnn(-c3ccc(F)cc3F)c2C2CCN(C(=O)OC(C)(C)C)CC2)cc1 | 0% | -4%
COc1ccc(NC(=O)Cn2c3ncccc3c(=O)n2-c2ccc(C)c(C)c2)c(OC)c1 | -7% | -3%
CC(C)Oc1ccc(C(=O)NCC(c2ccc(N(C)C)cc2)N2CCCC2)cc1 (centres undefined) | 7% | 0%
O=C(Nc1nc2c(F)cccc2s1)c1ccc(S(=O)(=O)N2CCCc3ccccc32)cc1 | 3% | -2%
CCOc1cc(CNC(=O)c2cc(-c3ccccc3)n[nH]2)cc(OCC)c1OCC | -8% | -1%
O=S(=O)(Nc1ccc(-c2ccc(N3CCCC3)nn2)cc1)c1ccc(Br)cc1 | -2% | 0%
CCOCCOCCOCCO | -6%[201 µM] | -5%[201 µM]
CCCCN(C)S(=O)(=O)c1cc(-c2nnc3c4ccccc4c(C)nn23)ccc1C | 4% | -2%
Cc1nn(-c2ccc(N3CCOCC3)nn2)c(C)c1CCC(=O)NCc1ccccc1 | 2% | 0%
CS(=O)(=O)Nc1ccccc1C(=O)OCc1cc(=O)n2nc(C3CCCCC3)sc2n1 | -4% | -1%
O=S(=O)(NCCS(=O)(=O)N1CCN(c2ccccc2)CC1)c1ccc(Cl)cc1 | -3% | -4%
COc1ccc(F)cc1S(=O)(=O)Nc1cccc(-c2ccc(N3CCC(C)CC3)nn2)c1 | -20% | 6.3µM*[quencher]
COc1ccc(-c2nc(C(N)=O)c3c(n2)n(-c2ccccc2OC)c(=O)n3C)c(OC)c1 | -1% | -3%
COC(=O)c1scc(-c2ccc(C)cc2)c1S(=O)(=O)Nc1ccc(F)cc1F | -8% | -5%
COc1ccc(C)cc1NC(=O)Cn1c(=O)ccc2cc(S(=O)(=O)N3CCC(C)CC3)ccc21 | -2% | 1%

Some of the entries so far, as tab-separated lines.
compound	TRb SRC2 PPI	TexasRed fluor
O=C(Nc1nc2c(F)cccc2s1)c1ccc(S(=O)(=O)N2CCCc3ccccc32)cc1	3%	-2%
COc1ccc(NC(=O)Cn2c3ncccc3c(=O)n2-c2ccc(C)c(C)c2)c(OC)c1	-7%	-3%
CCOCCOCCOCCO	-6%[201 µM]	-5%[201 µM]
CS(=O)(=O)Nc1ccccc1C(=O)OCc1cc(=O)n2nc(C3CCCCC3)sc2n1	-4%	-1%
